AmpC inh det: blocks E. coli AmpC beta-lactamase in presence of detergent; P00811; purified AmpC, nitrocefin hydrolysis with detergent; Potency, µM (doses to about 28.7 µM), without a hit: top-dose activity change, negative = inhibition; 71,000 compounds, 0.09% hits; AID 584; active = well fitted curve in the direction sought with a large enough effect
Target sequence (P00811 whole entry, looked up): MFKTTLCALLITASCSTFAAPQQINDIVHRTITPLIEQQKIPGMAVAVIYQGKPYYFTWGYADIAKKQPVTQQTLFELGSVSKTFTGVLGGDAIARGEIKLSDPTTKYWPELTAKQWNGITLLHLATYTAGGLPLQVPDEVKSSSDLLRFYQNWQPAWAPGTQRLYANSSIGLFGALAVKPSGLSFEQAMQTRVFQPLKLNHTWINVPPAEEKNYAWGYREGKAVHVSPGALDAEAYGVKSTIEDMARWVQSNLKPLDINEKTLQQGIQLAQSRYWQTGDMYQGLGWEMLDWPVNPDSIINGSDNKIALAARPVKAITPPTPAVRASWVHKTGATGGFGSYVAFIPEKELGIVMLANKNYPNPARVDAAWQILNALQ
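E. coli AmpC (5.3 nM) in 20 mM phosphate pH 7.0 with 0.01% Triton X-100, preincubated 15 min RT with compound; nitrocefin (2 uL of 800 uM stock) hydrolysis followed by 480 nm absorbance every 20 s over 4 min.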
An asterisk follows results filed as active; & = joins results of further samples; [ ] = dose if it differs, or a comment. % is scaled to controls: 0 for no effect and ±100 for the full control effect; potency is read from the fitted curve at half-maximal effect. These rows are one share of the data (hit frequency here may not be typical).

SMILES	AmpC inh det
CC(C)N(CCCNC(=O)CC1Oc2ccccc2NC1=O)Cc1ccccc1 (stereo not drawn)	12%
CCn1cc(C(=O)NCc2ccc(Cl)cc2)c(=O)c2cc(S(=O)(=O)N3CCOCC3)ccc21	14%
CCC(C)C(=O)Nc1nc2c(s1)C(=O)CC(C)(C)C2 (stereo not drawn)	11%
O=C(CCNc1cccc(C(F)(F)F)c1)c1ccco1	0%
COc1ccc(OC(C)C(=O)N2CC(C)OC(C)C2)cc1 (stereo not drawn)	-1%
CCOc1cc(C(=O)Nc2nnc(C)s2)cc(OCC)c1OCC	7%
CCc1cc2cc(C(=O)Nc3ccccc3F)sc2s1	19%
COc1ccc(CCNc2oc(-c3ccccc3OC)nc2C#N)cc1OC	-1%
Cc1cc(C(=O)NCc2cc(C)n(C)n2)sc1-c1ccccc1	0%
COc1ccc(CCn2c(=N)c(C(=O)NCc3ccco3)cc3c(=O)n4cccc(C)c4nc32)cc1	-2%
Cn1c(Cn2c(=O)sc3ccccc32)nnc1SCC(=O)N1CCN(c2ccccc2)CC1	13%
Cc1noc(C)c1C(=O)N1CCC[C@@]2(CCN(C(=O)Nc3cccc(C#N)c3)C2)C1	0%
COc1ccc(N2C(=O)CCC(C(=O)c3ccccc3)=C2C)cc1	2%
COc1cccc(-c2cncnc2NCc2ccc(OC)cc2OC)c1	10%
CCCC(=O)Nc1cccc(-c2cn3ccsc3n2)c1	-2%
CC(=O)Nc1cccc(-c2nnc(-c3ccccc3)o2)c1	-5%
Cc1ccccc1CS(=O)(=O)Cc1ccc(C(=O)NCC2CCCO2)o1 (stereo not drawn)	11%
O=C1CC(c2ccccc2)c2cc(O)ccc2O1 (stereo not drawn)	4%
CCCCOc1ccc(NC(=O)CSc2nnnn2C)cc1	-1%
CC1(C)N(O)CC(c2cccs2)=[N+]1[O-]	2%
CN(Cc1ccccc1)c1oc(-c2ccco2)nc1C#N	-1%
COc1ccc(CNc2cc(-c3cccnc3)ncn2)c(OC)c1	7%
Cc1ccc(-c2cc(C)nc3ncnn23)cc1	7%
c1ccc(-n2ncc3c(NCc4ccco4)ncnc32)cc1	-5%
COc1ccccc1-n1c(C)nc(=O)c(-c2ccccc2)c1C	-1%
More results follow:
SMILES	AmpC inh det
CN1CCN(c2ncc3ncc(=O)n(CCC#N)c3n2)CC1	-1%
COc1ccccc1N1CCN(C(=O)C(C)N(c2ccc(C)cc2)S(C)(=O)=O)CC1 (stereo not drawn)	-3%
Cc1nc2c(c(=O)n1CCC(C)C)c1nc3ccccc3nc1n2Cc1ccc2c(c1)OCO2	-3%
C/C=C/Cn1c(SCCCc2ccccc2)nc2c1c(=O)[nH]c(=O)n2C	10%
Cc1nc2ccccc2c2oc(C(=O)N3CCc4ccccc43)cc12	5%
COc1ccc(NC(=O)N2CCN(c3nc(-c4cccc(OC)c4)cs3)CC2)cc1	7%
COc1ccc(C(=O)O)cc1NS(=O)(=O)c1cccc2nsnc12	-5%
O=C(CCn1c(=S)[nH]c2cc3c(cc2c1=O)OCO3)NCCN1CCCC1	-2%
COC(=O)c1ccccc1NC(=O)CSc1nnc(C(CO)NC(=O)c2ccccc2)n1C (stereo not drawn)	-3%
COc1ccc(CNc2nc(-c3cccnc3)nn2C(=O)c2ccco2)cc1	-8%
CC(=O)N1CCCc2cc(S(=O)(=O)NCc3ccc(C)cc3)ccc21	-2%
Cc1cc([N+](=O)[O-])ccc1N	9%
COCCCNC(=O)CCc1nc(-c2ccccc2Cl)no1	-1%
COc1ccc(OC)c(N(CC(=O)NC2CC2)S(=O)(=O)c2ccc(C)cc2)c1	7%
CNC(=O)c1ccc(N(Cc2ccccc2)S(C)(=O)=O)cc1	-5%
CC(C)N(Cc1nnc(-c2ccccc2Cl)o1)C(=O)c1cccc(C#N)c1	-2%
O=C(OC(C(=O)NCC1CCCO1)c1ccc(F)cc1)c1ccco1 (stereo not drawn)	4%
CN(C(=O)c1cc2n(n1)C(C(F)(F)F)CC(c1ccco1)N2)c1ccc(OC(F)(F)F)cc1 (stereo not drawn)	23%
CCOC(=O)c1c(C)c(C(=O)NCCCOC(C)C)c(C)n1C	-1%
Cc1nc(SCC(=O)Nc2ccccc2)c2oc3ccccc3c2n1	-2%
COc1ccccc1CN(CC(=O)NCc1ccco1)C(=O)CNS(=O)(=O)c1ccccc1	-6%
CCOC(=O)c1c(C)nc2c(c1C)/C(=N/O)CC(C)(C)C2	15%
O=C(NCc1ccccc1)c1ccc(F)c(S(=O)(=O)N2CCOCC2)c1	9%
O=C(NCCc1ccccc1)C1CCCN1C(=O)NCc1ccccc1 (stereo not drawn)	5%
COCCNc1ccnc(-c2cccc(NS(C)(=O)=O)c2)n1	11%
Continued:
SMILES	AmpC inh det
Cc1oc(-c2ccc(Cl)cc2)nc1CS(=O)CC(=O)NCCN1CCCC1 (stereo not drawn)	12%
COc1ccc(Oc2nc(C)cc(C)c2C#N)cc1	-5%
CC(CN1CCNCC1)(NS(=O)(=O)c1ccccc1)c1ccccc1 (stereo not drawn)	-3%
O=C1C=C(N2CCN(c3ccccn3)CC2)C(=O)c2c(O)ccc(O)c21	-3%[5.75 µM]
O=S(=O)(O)c1cc(S(=O)(=O)O)c2c(N=Nc3cccc4ccccc34)c(O)ccc2c1	-9%[5.75 µM]
COc1cccc(-c2nc(Cc3ccc(OC)c(OC)c3)no2)c1	2%
COc1ccc(C2=NO[C@@H]3C(=O)N(C4CCCCC4)C(=O)[C@H]23)cc1OC	-2%
O=C(CNS(=O)(=O)c1ccc(C(=O)N2CCOCC2)cc1)N1CCOCC1	12%
CCC1(c2ccccc2)C(=O)NCNC1=O	9%
O=C(C[C@H](c1ccccc1)c1c(O)c2ccccc2oc1=O)c1ccccc1	-3%[5.75 µM]
COC(=O)CN1C(=O)C2(C(C#N)=C(N)Oc3cc(C)oc(=O)c32)c2ccccc21 (stereo not drawn)	0%
COc1ccc(Cl)cc1NC(=O)CN(C(=O)c1ccco1)C1CCCCC1	0%
COc1ccc(Oc2ncc3ncc(=O)n(C4CC4)c3n2)cc1	-3%
O=C(Nc1ccc(N2CCN(C(=O)c3ccco3)CC2)c(Cl)c1)c1cc2ccccc2o1	-4%
O=C(Nc1ccc2c(c1)OCO2)c1ccccc1SCC(=O)N1CCCC1	2%
CCCCNC(=O)CSc1nc2cc3c(cc2c(=O)n1CCCN(CC)CC)OCO3	0%
CCS(=O)(=O)N1Cc2ccccc2CC1C(=O)N1CCN(c2cccc(C)c2C)CC1 (stereo not drawn)	-2%
CCN1/C(=C/C(=O)c2ccco2)Sc2ccccc21	-1%
CCCN(CCC)CCNC(=O)c1cc2c(C)nc3ccccc3c2o1	10%
Cn1c(CSc2nnc(SCc3ccccc3)s2)nc2ccccc21	-6%
O=C1c2ccccc2C(=O)N1CCCC(=O)N1CCCc2ccccc21	-3%
COc1cccc(NC(=O)c2nnn(Cc3ccc(Br)cc3F)c2N)c1	10%
COc1cc(C)c(S(=O)(=O)NCc2ccc3c(c2)OCO3)cc1C	11%
CCn1cc(C(=O)OCC(=O)Nc2ccc(S(=O)(=O)N3CCCC3)cc2)c(=O)c2ccc(C)nc21	-4%
Cc1[nH]c(=O)c(C#N)c(C)c1Br	1%
New compounds follow:
SMILES	AmpC inh det
Cn1c(=S)c2[nH]c(SCCN3C(=O)c4ccccc4C3=O)nc2n(C)c1=O	0%[5.75 µM]
NC(=O)CSc1nnc(Cc2ccc3c(c2)OCO3)n1C1CCCCC1	10%
O=C(O)[C@H]1CCCN(CCC=C(c2ccccc2)c2ccccc2)C1	1%&-2%
N#CCCN1CCN(Cn2c3ccccc3c3ccccc32)CC1	0%
COc1cc(OC)c(C2N(c3ccc(Cl)c(Cl)c3)C(=O)C3CCCN32)cc1OC (stereo not drawn)	-1%
COCCNC(=O)NC(=O)COC(=O)Cc1ccc2c(c1)OCCO2	-7%
COC(=O)c1ccc(Cn2cnc3ccccc3c2=O)cc1	-3%
CCNc1ncc2nc(-c3cc(F)cc(F)c3)c(=O)n(C[C@H]3CCCO3)c2n1	-2%
CCC(C)(C(=O)NC1CCCC1)N(C(=O)c1cnccn1)c1ccccc1 (stereo not drawn)	16%
CN(C)CCNC(=O)Cn1nc(C(F)F)cc1C1CC1	-2%
Cc1ccc(N(CC(=O)Nc2cccc(C)c2)S(=O)(=O)c2cccc3nonc23)cc1	-5%
O=C(Nc1nnc(CC(=O)N2CCOCC2)s1)c1cccs1	-5%
Cc1cccc(CNc2ccnc(-c3ccccc3CN(C)C)n2)c1	10%
O=C(Nc1cccc(F)c1)N1CCCC2(CCN(C(=O)c3csnn3)CC2)C1	-3%
CCOc1ccccc1N(CC(=O)NC(C)(C)C)C(=O)Cn1nnc(-c2ccc(C)o2)n1	10%
O=C(Cl)C(Cl)(Cl)Cl	9%
Cc1nc2cnc(N3CCOCC3)nc2n(Cc2ccc(F)cc2)c1=O	1%
CCC(C)(C(=O)NC1CCCCC1)N(Cc1ccco1)C(=O)c1cnccn1 (stereo not drawn)	-1%
C=CCOc1cccc(C2/C(=C(\O)c3ccc(F)cc3)C(=O)C(=O)N2CCN(C)C)c1 (stereo not drawn)	-2%
CCC(c1nnnn1CCc1ccccc1)N(Cc1ccco1)Cc1cc2cccc(C)c2[nH]c1=O (stereo not drawn)	3%
Cc1ccc(CNc2ncc(-c3ccc4c(c3)OCO4)n2C)cc1	1%
Cc1nc(-n2cc(F)c(=O)[nH]c2=O)c2nc(C)oc2n1	0%
Cc1c(C(=O)N2CCC3(CC2)OCCO3)oc2ccc(S(=O)(=O)N3CCOCC3)cc12	-2%
COc1ccc(CCNC(=O)C2CCN(S(=O)(=O)N3CC(C)CC(C)C3)CC2)cc1OC (stereo not drawn)	-1%
CC1(C)CC(=O)C(C=NC2CCCCC2)=C(O)C1	-1%

A section from the list above:
SMILES	AmpC inh det
COC(=O)c1ccc(Cn2cnc3ccccc3c2=O)cc1	-3%
CCNc1ncc2nc(-c3cc(F)cc(F)c3)c(=O)n(C[C@H]3CCCO3)c2n1	-2%
CCC(C)(C(=O)NC1CCCC1)N(C(=O)c1cnccn1)c1ccccc1 (stereo not drawn)	16%
CN(C)CCNC(=O)Cn1nc(C(F)F)cc1C1CC1	-2%
Cc1ccc(N(CC(=O)Nc2cccc(C)c2)S(=O)(=O)c2cccc3nonc23)cc1	-5%
O=C(Nc1nnc(CC(=O)N2CCOCC2)s1)c1cccs1	-5%
Cc1cccc(CNc2ccnc(-c3ccccc3CN(C)C)n2)c1	10%
O=C(Nc1cccc(F)c1)N1CCCC2(CCN(C(=O)c3csnn3)CC2)C1	-3%
CCOc1ccccc1N(CC(=O)NC(C)(C)C)C(=O)Cn1nnc(-c2ccc(C)o2)n1	10%
O=C(Cl)C(Cl)(Cl)Cl	9%
Cc1nc2cnc(N3CCOCC3)nc2n(Cc2ccc(F)cc2)c1=O	1%
CCC(C)(C(=O)NC1CCCCC1)N(Cc1ccco1)C(=O)c1cnccn1 (stereo not drawn)	-1%
C=CCOc1cccc(C2/C(=C(\O)c3ccc(F)cc3)C(=O)C(=O)N2CCN(C)C)c1 (stereo not drawn)	-2%
CCC(c1nnnn1CCc1ccccc1)N(Cc1ccco1)Cc1cc2cccc(C)c2[nH]c1=O (stereo not drawn)	3%
Cc1ccc(CNc2ncc(-c3ccc4c(c3)OCO4)n2C)cc1	1%
Cc1nc(-n2cc(F)c(=O)[nH]c2=O)c2nc(C)oc2n1	0%
Cc1c(C(=O)N2CCC3(CC2)OCCO3)oc2ccc(S(=O)(=O)N3CCOCC3)cc12	-2%
COc1ccc(CCNC(=O)C2CCN(S(=O)(=O)N3CC(C)CC(C)C3)CC2)cc1OC (stereo not drawn)	-1%
CC1(C)CC(=O)C(C=NC2CCCCC2)=C(O)C1	-1%

Other entries
SMILES	AmpC inh det
COc1cccc(-c2cc(C(=O)Nc3ccccc3SC)no2)c1	-1%
CCOc1ccc(NC(=O)CN(C)CC(=O)Nc2ccccc2C#N)cc1OCC	1%
CSCC[C@@H](C(=O)O)N1Cc2ccccc2C1=O	12%
Cc1cc(N2CCCCC2)n2ncc(-c3ccccc3)c2n1	-3%
CC1=C(C(=O)Nc2ccccc2)C(c2ccco2)C(C#N)=C(SCc2ccccc2)N1 (stereo not drawn)	9%
O=C(CCN1C(=O)C2C3C=CC(C3)C2C1=O)Nc1ccccn1 (stereo not drawn)	-5%
O=C(c1ccc(F)cc1)N1CCC(O)(c2cccnc2)CC1	-4%
O=C(Nn1c(C2CC2)nc2ccccc2c1=O)c1ccco1	0%
Cc1noc(C)c1COC(=O)Cn1c(C)nc2ccccc21	-3%
Cn1c(=O)n(CC(=O)Nc2ccc(F)cc2)c2ccccc21	-6%
O=C(c1ccccc1)c1nc2ccccc2[nH]c1=O	-6%
c1cncc(-c2nc(-c3cccs3)cs2)c1	-2%
Cc1ccc(C2NC(=O)c3ccccc3N2)s1 (stereo not drawn)	-3%
COc1cccc(Cn2c(=O)c(C)nc3cnc(OC)nc32)c1	0%
COc1ccc(N2CCN(C(=O)CN(c3ccc(Br)cc3)S(C)(=O)=O)CC2)cc1	-3%
O=C(CCn1c(=O)oc2ccccc21)NC1=NCCS1	-13%
COc1ccc(NC(C)c2cc(Cl)ccc2O)cc1 (stereo not drawn)	-4%
CCN(CCCNC(=O)CC(C(=O)N1CCc2ccccc21)n1ccnc1)c1cccc(C)c1 (stereo not drawn)	2%
COc1ccc(CCNC(=O)Cn2nnc(-c3ccc(N4CCOCC4)cc3)n2)cc1OC	14%
CS(=O)(=O)N1CCC2(CCN(C(c3ccccc3)c3ccccc3)CC2)CC1	-9%
C/C=C(\C)CN1CCN(c2ccccc2F)CC1	-2%
CCOc1ccccc1-n1c(SCC(=O)Nc2nccs2)nnc1-c1ccoc1C	-4%
Cc1nc2sc(C(c3ccco3)N3CCC(Cc4ccccc4)CC3)c(O)n2n1 (stereo not drawn)	6%
O=C(CSCCO)Nc1nccs1	16%
CC1CCc2c(C(=O)NCCN3CCOCC3)csc2C1 (stereo not drawn)	-2%
Cc1cc(Oc2ccccc2)nc(-c2ccccc2O)n1	1%
CCN(CC)C(=O)N1c2ccccc2CC(N(CC)CC)c2ccccc21 (stereo not drawn)	-2%
O=S(=O)(c1ccc(Br)s1)N1CCN(c2ccccn2)CC1	-3%
O=S(=O)(NC1CCCC1)c1ccc(Br)s1	-2%
O=C(c1cnccn1)N1CCC2(CCCN(Cc3ccccc3)C2)CC1	0%

Compound activity (PubChem BioAssay)
